Bioassay records as filed in PubChem BioAssay.
IL2 activator: activators of IL-2 | IL-2 activation reporter assay, cell-based qHTS; stimulated with anti-CD3/CD4/CD28 beads; in transgenic mouse T cells | activation, % (series mostly up to about 46 µM) | hit rate 0.065% among 360,000 | AID 652025; in the data active means activation above about 50%; inconclusive means mostly about 30% to 49%; further: 0% is about no effect
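Screening format: compound pinned onto unstimulated transgenic mouse T cells, 60 min incubation, then anti-CD3/anti-CD4/anti-CD28 bead stimulation for 18 hours at 37 degrees C, followed by EGFP and DsRed detection.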
PI5P4K alpha inh: inhibitors of human PI5P4K alpha. hit rate 1.2% among 330,000. max response, %. PI5P4Kalpha enzyme, ADP-Glo luminescence, 60 min; active compounds read low. P48426; active means max response of -50% or lower; inconclusive means between -30% and -50%; inactive means -30% or higher; further: value at the top dose of about 77 µM; on the % scale 0 is the no-effect control and ±100 the full control effect
Target sequence (P48426 whole entry, looked up): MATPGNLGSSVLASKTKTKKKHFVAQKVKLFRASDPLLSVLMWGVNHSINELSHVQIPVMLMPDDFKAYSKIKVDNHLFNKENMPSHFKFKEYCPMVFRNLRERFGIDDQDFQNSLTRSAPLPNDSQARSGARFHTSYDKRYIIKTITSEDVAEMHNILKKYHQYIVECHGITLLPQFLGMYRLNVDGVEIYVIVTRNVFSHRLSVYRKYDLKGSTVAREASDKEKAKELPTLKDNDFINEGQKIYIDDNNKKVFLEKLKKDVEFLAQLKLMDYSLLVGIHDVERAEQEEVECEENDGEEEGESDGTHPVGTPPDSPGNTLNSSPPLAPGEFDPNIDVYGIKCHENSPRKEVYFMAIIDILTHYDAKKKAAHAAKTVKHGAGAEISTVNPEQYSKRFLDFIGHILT
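Quantitative HTS of the MLSMR library against PI5P4Kalpha with substrate. ATP added last at 5 microM final; room temperature, 60 minutes. Remaining ATP depleted, ADP converted and read as luminescence.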
EPAC1 antagonist: antagonists of human EPAC1; O95398; EPAC1 GEF assay, Rap1b-BODIPY-GDP exchange fluorescence; Potency, µM (highest dose often 115 µM), for the others: at the highest dose activity change, negative = inhibition, hits mostly inhibitors; hit rate 0.14% among 360,000;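 further: potency means the concentration at half of the fitted maximal effect; plate controls were vehicle for no effect and positive control for full effect; nearly all actives have a fitted effect of over 50% in size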
WRN helicase inh: WRN helicase (human) inhibition. hit rate 0.46% among 360,000. AID 651768. WRN helicase unwinding, fluorescent forked duplex, kinetic. Q14191. Potency, µM (titrated, usually from 114 µM), for inactives: at the top dose activity change, negative = inhibition, usual class: inhibitors; further: potency means the concentration at half of the fitted maximal effect; on the % scale 0 is the no-effect control and ±100 the full control effect; nearly all actives have a fitted effect of over 55% in size
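Enzyme (20 nM final) and test compound sit together 15 min at room temperature before substrate addition. Substrate is a single-forked duplex oligonucleotide (100 nM) labelled with fluorophore and quencher, with 2 mM ATP; helicase unwinding raises red fluorescence, read kinetically.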
PLK1 PBD inh: blocks phosphopeptide binding to human PLK1 polo-box domain; Plk1 PBD binding of FITC phosphopeptide, fluorescence polarization; P53350; AID 720504; Potency, µM, for inactives: max response, negative = inhibition, most hits filed as inhibitors; hit rate 2.8% among 360,000; further: potency means the concentration at half of the fitted maximal effect; series mostly up to about 57 µM; on the % scale 0 is the no-effect control and ±100 the full control effect; nearly all actives have a fitted effect of over 65% in size
Target sequence (P53350 whole entry, looked up, the tested form may be a part): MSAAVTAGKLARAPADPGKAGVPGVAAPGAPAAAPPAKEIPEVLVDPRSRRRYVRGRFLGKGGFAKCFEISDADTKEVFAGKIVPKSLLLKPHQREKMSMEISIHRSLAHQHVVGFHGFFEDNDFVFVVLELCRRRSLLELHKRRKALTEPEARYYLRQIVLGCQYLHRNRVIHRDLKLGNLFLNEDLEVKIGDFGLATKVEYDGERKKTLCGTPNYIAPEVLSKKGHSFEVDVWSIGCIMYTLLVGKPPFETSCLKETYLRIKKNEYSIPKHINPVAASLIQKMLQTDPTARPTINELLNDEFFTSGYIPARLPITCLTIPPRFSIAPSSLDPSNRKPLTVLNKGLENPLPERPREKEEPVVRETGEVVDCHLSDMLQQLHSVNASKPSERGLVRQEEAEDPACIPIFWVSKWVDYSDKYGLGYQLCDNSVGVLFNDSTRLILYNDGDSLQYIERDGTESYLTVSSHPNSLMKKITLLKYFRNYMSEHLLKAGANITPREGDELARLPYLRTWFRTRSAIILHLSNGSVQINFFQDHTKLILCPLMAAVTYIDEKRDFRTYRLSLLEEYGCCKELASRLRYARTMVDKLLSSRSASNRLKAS
EPAC1 agonist: activates human EPAC1 exchange factor. O95398. EPAC1 agonist qHTS, biochemical assay; response scale: 100% = response to 6.5 mM cAMP. Potency, µM (series often up to 154 µM), for the others: at the top dose activation, most hits filed as activators. hit rate 0.073% among 360,000. AID 720707; further: potency means the concentration at half of the fitted maximal effect; nearly all actives have a fitted effect of over 60% in size
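Nucleotide exchange by EPAC1 (100 nM) on Rap1B–BODIPY-GDP (250 nM) in the presence of 50 uM GDP is tracked fluorescently at 480/540 nm over 30 min. Signals are normalized to a 6.5 mM cAMP control.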
FUS yeast rescue: suppressors of FUS proteinopathy in yeast; S. cerevisiae FUS-expressing, growth rescue, OD600, 24 h; Potency, µM (top dose mostly 76.6 µM), without a hit: at the top dose growth rescue (activation), hits mostly activators; hit rate 0.24% among 390,000; AID 1347120;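 further: potency means the concentration at half of the fitted maximal effect; plate controls were DMSO vehicle for no effect and reference control for full effect; nearly all actives have a fitted effect of over 55% in size; some results filed as inactive show a strong effect at the top dose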
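Cultures pregrown in 2.5% raffinose medium are shifted to minimal medium containing 2% galactose to express toxic FUS. Compounds are tested at several concentrations. After 24hr at 30C, growth is quantified at 600 nm absorbance.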
Abeta rescue: compounds reversing amyloid beta toxicity in yeast; yeast expressing A-beta42, growth rescue, OD600, 48 h; response scale: 0% DMSO, 100% iron-clioquinol control; Potency, µM (titrated, usually from 46.1 µM), without a hit: top-dose growth rescue, hits mostly activators; hit rate 0.063% among 410,000; AID 1347071; further: potency means the concentration at half of the fitted maximal effect; nearly all actives have a fitted effect of over 55% in size
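Yeast A-beta toxicity model in growth medium with pinned compounds, 48 h at 30 C; growth read as absorbance at 600 nm. Normalized to FeCl3/clioquinol equimolar mix (positive) and DMSO (negative).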
* marks the source's active call; other numbers are inactive results; u = inconclusive; x = not tested or not shown; & = joins results of further samples; [ ] = dose if it differs, or a comment. Unless noted, the call rests on the fitted dose curve; in most records, active means well fitted curve in the direction sought with a large enough effect; inconclusive means small, poorly fitted or top-dose-only effect, or another doubt; inactive means no such curve, though single readings can be large; an effect the other way counts as inactive or inconclusive.

#	Molecule	IL2 activator	PI5P4K alpha inh	EPAC1 antagonist	WRN helicase inh
1	CC(C)Nc1nc(-c2ccccc2F)c2sc(-c3ccccc3)cc2n1	0.5	6	0%	-1%
2	NS(=O)(=O)c1cccc(NC(=O)CC23CC4CC(CC(Br)(C4)C2)C3)c1	0.2	-8	-10%	-1%
3	O=C(NCC1(c2ccccc2)CCCC1)c1ccco1	1.4	-2	8%	7%
4	O=C(CN1CCC(n2nnc3ccccc32)CC1)Nc1ccc2c(c1)CCC2	-0.4	1	3%	-11%
5	O=C(CSc1ncccn1)Nc1ccc(Cl)c(S(=O)(=O)N2CCOCC2)c1	-0.2	-5	3%	7%
6	COc1cccc(CN2CCC2(C)C(=O)Nc2cccc(Oc3ccccc3)c2)c1OC (stereo not drawn)	-1.0	24	5%	-2%[57.1 µM]
7	O=C1OC(C(Cl)(Cl)Cl)Nc2ccccc21 (stereo not drawn)	0.3	0	-6%	-1%
8	Cc1ccc(C)c(NNC(N)=S)c1	1.2	4	-12%	-8%
9	Cc1ccc(C)c(OCC(=O)Nc2ccc(S(=O)(=O)Nc3ccccn3)cc2)c1	-0.2	-7	7%	-25%
10	COCCOC(=O)c1c(NC(=O)COC(=O)c2ccc(C)o2)sc(C(N)=O)c1C	2.6	0	-14%	4%
11	CCN(CC(=O)NCc1ccc(Cl)cc1)C(=O)NCc1ccc(Cl)cc1	-1.9	-5	16%	1%
12	CC(C)(C)OC(=O)C[C@H]1C/C=C\C[C@@H](CC(=O)N[C@H](CO)Cc2ccccc2)C(=O)NC[C@@H](c2ccccc2)OC1=O	-1.3	2	-14%	-3%

#	PLK1 PBD inh	EPAC1 agonist	FUS yeast rescue	Abeta rescue
1	2%	5%	16%	0%
2	-5%	3%	3%	-12%
3	-9%	-6%	6%	-2%
4	0%	12%	7%	24%
5	-10%	-4%	13%	-7%
6	8%	-11%	28%	10%
7	-18%	-1%	-21%	-21%
8	-15%	4%	13%	-3%
9	u	-3%	x	-9%
10	-13%	12%	-23%	-23%
11	-12%	6%	17%	-16%
12	-6%	-29%	u	-8%

Single values from the list:
Under Abeta rescue, cpd 8 reads -3%
Under FUS yeast rescue, cpd 5 reads 13%
Under PLK1 PBD inh, cpd 2 reads -5%
Under FUS yeast rescue, cpd 1 reads 16%
Under IL2 activator, cpd 9 reads -0.2

Further entries.
#	Molecule	IL2 activator	PI5P4K alpha inh	EPAC1 antagonist	WRN helicase inh
13	COc1cc(COCC(O)CN2CCN(Cc3ccc4c(c3)OCO4)CC2)cc(OC)c1OC (stereo not drawn)	-3.6	-10	13%	-33%[57.1 µM]
14	CCNS(=O)(=O)c1ccc(NS(C)(=O)=O)cc1	2.9	x	4%	4%
15	Cc1ccc(NC(=O)COC(=O)CNC(=O)c2cccs2)cc1S(=O)(=O)N1CCOCC1	0.9	7	29%	-1%
16	Cc1nc2sc3c(c2c(=O)[nH]1)CCC3	0.0	x	9%	1%
17	CS(=O)(=O)Nc1ccccc1C(=O)NCCSCc1ccccc1	0.5	2	-2%	3%
18	NS(=O)(=O)c1ccc(Nc2nc(-c3ccc(F)cc3)cs2)cc1	-3.3	2	-9%	-6%
19	CC(C)n1cc(C(=O)c2cc(Br)ccc2O)cc(C#N)c1=O	-1.9	-2	7%	0%
20	CSc1nnc2c(n1)OC(c1cccn1C)N(C(C)=O)c1ccccc1-2 (stereo not drawn)	-2.4	x	-1%	5%
21	NC(=O)c1ccc[n+](CCC[n+]2cccc(C(N)=O)c2)c1	-0.3	2	6%	9%
22	O=C(/C=C/c1cccc(Cl)c1Cl)OCC(=O)N1CCOCC1	-0.7	10	u	-14%
23	Cc1ccc(C(=O)COC(=O)CCN2C(=O)C3C4CCC(C4)C3C2=O)cc1C (stereo not drawn)	5.9	18	7%	-29%
24	O=C1c2ccc([N+](=O)[O-])cc2C(=O)N1CNc1ccccn1	-3.0	-10	-4%	17%

#	PLK1 PBD inh	EPAC1 agonist	FUS yeast rescue	Abeta rescue
13	-12%	12%	8%	-14%
14	-2%	10%	4%	0%
15	3%	-5%	7%	7%
16	-2%	1%	19%	11%
17	-8%	-1%	-7%	6%
18	6%	2%	-6%	-9%
19	-11%	-1%	29%	11%
20	-6%	9%	22%	-5%
21	u	-4%	-12%	7%
22	-7%	u	14%	-1%
23	-4%	2%	x	0%
24	-5%	-13%	7%	-9%

Remaining list, next part.
#	Molecule	IL2 activator	PI5P4K alpha inh	EPAC1 antagonist	WRN helicase inh
25	COc1ccc(S(=O)(=O)Nc2cccc(-c3ccc(N4CCCCCC4)nn3)c2)cc1OC	-3.0	-4	4%	-12%
26	Cc1cc(Nc2ccccc2)n(C(=O)c2ccccc2)n1	1.8	15	15%	-8%[57.1 µM]
27	COc1ccc(-n2c(-c3ccccc3)c[n+]3c2CCC3)cc1	-4.4	2	15%	-1%
28	CC(C)N1CC(=O)N2CSCC2C1=O (stereo not drawn)	0.5	-1	-14%	2%
29	CCOC(=O)C1C(=O)CC(C)(O)C(C(=O)OCC)C1c1ccccc1OC (stereo not drawn)	1.2	x	0%	-6%
30	Cn1nc(C(F)(F)F)c2cc(NC(=O)OCc3ccc(F)cc3)sc21	-0.5	0	-9%	-7%
31	CCOC(=O)Cn1c(-c2ccccn2)nc2ccccc21	-0.3	-5	0%	2%
32	c1ccc(-c2nc(N3CCCCC3)nc3ccccc23)cc1	0.2	25	8%	-4%
33	N#CC1=C(S)N(c2ccccc2)C(c2ccc(-c3ccc(Cl)c(Cl)c3)o2)NC1=O (stereo not drawn)	0.0	-8	-2%	-5%
34	O=c1c2ccccc2nc2n1C(CSCc1ccc(Cl)cc1Cl)CS2 (stereo not drawn)	0.3	5	-23%	6%
35	O=C(Nc1ccccc1)OCc1ccccn1	-1.0	x	1%	10%
36	O=C(O)Cc1coc2ccc3ccccc3c12	-1.2	3	9%	1%[57.1 µM]

#	PLK1 PBD inh	EPAC1 agonist	FUS yeast rescue	Abeta rescue
25	-17%	9%	39%&29%	-5%&3%
26	3%	12%	16%	-6%
27	2%	-6%	37%	-13%
28	-7%	12%	-14%	-5%
29	-4%	3%	9%	-5%
30	0%	21%	17%	-25%
31	-2%	7%	13%	-2%
32	1%	0%	-2%	-6%
33	u	-7%	5%	22%
34	-2%	-3%	-1%	-11%
35	-9%	7%	-4%	10%
36	3%	-2%	10%	u

Further compounds.
#	Molecule	IL2 activator	PI5P4K alpha inh	EPAC1 antagonist	WRN helicase inh
37	COc1ccc(C(=O)OCC(=O)N2C(C)CCCC2C)cc1[N+](=O)[O-] (stereo not drawn)	-0.3	-2	-4%	-3%[57.1 µM]
38	O=C(NCc1ccccc1)C1CCN(S(=O)(=O)N2CCCCCC2)CC1	0.2	x	3%	-3%
39	Cc1cc(NC(=O)C2C3C(=O)N(CC4CCCO4)C(C(=O)NC(C)(C)C)C34C=CC2(C)O4)no1 (stereo not drawn)	-1.6	0	2%	-2%
40	O=C(NC(Cc1ccccc1)C(=O)NCCc1ccccn1)c1cccs1 (stereo not drawn)	0.6	0	-15%	-6%
41	O=C1CSc2ccc(C(=O)O)cc2N1	-0.6	-13	6%	3%
42	COc1cc(Cl)c(C)cc1N1C(=O)CN(Cc2ccccc2)C1=S	-0.5	-7	2%	-3%
43	CC(=O)c1ccc(N2CCN(C(=S)Nc3cccc(F)c3)CC2)cc1	0.7	-2	6%	4%
44	CCc1cc(=O)oc2cc(C)cc(OCc3nn[nH]n3)c12	-0.7	4	3%	-12%
45	C=CCn1c(SCC(=O)NCCOC)nc2scc(-c3ccco3)c2c1=O	-2.3	-7	u	u
46	COc1ccc(Br)cc1C1Nc2cccc3cccc(c23)N1	-1.3	5	-7%	-6%
47	COc1ccc(OC)c2sc(NNC(=O)C3COc4ccccc4O3)nc12 (stereo not drawn)	0.0	-6	-4%	-2%
48	CN(C)c1nc(N(C)C)nc(N(C#N)CN2C(=O)c3ccccc3S2(=O)=O)n1	3.5	1	-4%	0%
49	COc1ccc(Cl)cc1-c1nc(SCC(=O)N(C)C2CCS(=O)(=O)C2)n[nH]1 (stereo not drawn)	-0.5	11	3%	3%
50	O=C(NC(C(=O)c1ccccc1)c1ccccc1)c1ccccc1 (stereo not drawn)	0.1	0	-11%	-5%
51	Cc1noc(C)c1CSc1nnc2n(-c3ccccc3)c(=O)c3ccccc3n12	1.2	0	1%	-8%

#	PLK1 PBD inh	EPAC1 agonist	FUS yeast rescue	Abeta rescue
37	0%	7%	8%	-7%
38	-1%	6%	3%	17%
39	-3%	1%	25%	2%
40	-1%	-2%	-39%	6%
41	-19%	17%	2%	u
42	24µM*	10%	26%	-19%
43	-13%	9%	-7%	1%
44	2%	-1%	-9%	1%
45	u	-4%	38%	-13%
46	u	4%	0%	4%
47	3%	1%	-25%	u
48	-9%	8%	-11%	-6%
49	-6%	5%	3%	3%
50	-3%	1%	23%	-2%
51	-21%	13%	14%	-13%

Given with two lines to a compound: part of the list above.
Every second line gives: IL2 activator, PI5P4K alpha inh, EPAC1 antagonist, WRN helicase inh, PLK1 PBD inh, EPAC1 agonist, FUS yeast rescue, Abeta rescue
46	COc1ccc(Br)cc1C1Nc2cccc3cccc(c23)N1
    -1.3, 5, -7%, -6%, u, 4%, 0%, 4%
47	COc1ccc(OC)c2sc(NNC(=O)C3COc4ccccc4O3)nc12 (stereo not drawn)
    0.0, -6, -4%, -2%, 3%, 1%, -25%, u
48	CN(C)c1nc(N(C)C)nc(N(C#N)CN2C(=O)c3ccccc3S2(=O)=O)n1
    3.5, 1, -4%, 0%, -9%, 8%, -11%, -6%
